Myeloid diff 2 = compounds promoting myeloid differentiation; ER-HoxA9 myeloid progenitors, lysozyme-GFP differentiation, flow cytometry; calls only at 10 µM; 360,000 compounds, 1% hits;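 active means normalized GFP-positive differentiation at or above the plate's own cutoff, the solvent-only control mean plus 3 SD; inconclusive means no clear call, values can overlap the other calls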;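 further: cells exposed to compound for four days before flow analysis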
RSV CPE inhibition = RSV antiviral activity via CPE protection, HEp-2 cells, primary 10 µM value included (AID 2391); HEp-2 cells, RSV-induced CPE inhibition; higher % means a stronger effect; CPE inhibition, % at 10 µM, or IC50 in µM where a hit was titrated; 310,000 compounds, 0.13% hits; in the data active means a potency from the dose series; inconclusive means CPE inhibition mostly from about 23% at the one dose, without a potency; inactive means the rest, 99 in 100 with CPE inhibition below about 21%; further: strong numbers were not always called active
Myeloid diff 2 GFP+ MAC1+ % = further read-out of Myeloid diff 2, marked with its call; GFP+ MAC1+ double positive, %; measured here: differentiation confirmed by MAC1 staining
The depositor's hits bear a star; i = inactive; ? = inconclusive; nt = no result given; + = active, no number. Not all compounds are listed; count on the stated rates, not on these rows.

SMILES | Myeloid diff 2 | Myeloid diff 2 GFP+ MAC1+ % | RSV CPE inhibition
O=C1CCN(S(=O)(=O)c2cc(C(F)(F)F)ccc2Cl)CC1 | i | 0.9 | 0.9%
CCCCN(C(=O)c1cc2c(s1)CCCC2)c1c(N)n(CCC)c(=O)[nH]c1=O | i | 0.6 | 0.1%
O=C(COc1ccccc1Br)N1CCN(C(=O)c2cccs2)CC1 | i | 0.2 | 1.4%
O=C(NC1CCCCC1)c1ccc(-c2ccccc2)cc1 | i | 0.7 | -0.3%
O=C(CSc1nnc(NC2CC2)s1)NN1C(=O)NC2(CCCCC2)C1=O | i | 0.7 | 0.1%
COc1ccccc1N(C)S(=O)(=O)c1ccc(C(=O)Nc2ncc(C)s2)cc1 | i | 0.2 | 0.2%
c1csc(CNc2ncnc3ccc(-c4ccc5c(c4)OCO5)cc23)c1 | i | 1.5 | 1.3%
O=C1c2ccccc2C(=O)c2c1cccc2N1CCN(C/C=C/c2ccccc2)CC1 | i | 1.2 | 3.3%
Cc1ccc(-n2c(=O)c3c4c(sc3n3c(C)nnc23)COC(C(C)C)C4)cc1 (stereo not given) | i | 1.5 | 2.4%
Cc1c([N+](=O)[O-])cnc(Sc2ccccc2)c1[N+](=O)[O-] | i | 0.1 | ?
Cc1ccc(-n2nc(C(=O)N3CCN(C)CC3)c3c4ccccc4n(C)c3c2=O)cc1 | i | 2.2 | 3.8%
CCOc1ccc(NS(=O)(=O)c2cccc(C(=O)N(C)Cc3ccco3)c2)cc1 | i | 0.5 | 2.8%
O=C1C=C(c2ccc3ncccc3c2)C[C@@H](c2ccc3c(c2)OCO3)C1 | ? | nt | -0.5%
Cc1cc(C)n2nc(C(=O)OCC(=O)N(C)CC(=O)Nc3ccc(F)cc3)nc2n1 | i | 0.9 | -0.6%
COc1cc(C[C@@H]2C(=O)OC[C@H]2Cc2ccc(OC)c(OC)c2)ccc1O | i | 0.7 | -0.6%
CNc1ccc([N+](=O)[O-])cc1 | i | 1.2 | 0.6%
CCN(Cc1nc2cc(Cl)ccc2c(=O)[nH]1)C(=O)C1CC(=O)N(c2cccc3ccccc23)C1 (stereo not given) | i | 1.5 | 3.4%
COC(=O)CCCC1=CC2=CC(=O)C(C)(OC(=O)c3cccs3)C(=O)C2=CN1c1ccccc1 (stereo not given) | i | 0.2 | -0.9%
CC(NC(=O)c1ccc(NC(=O)CC2SC(N3CCCC3)=NC2=O)cc1)c1ccccc1 (stereo not given) | i | 0.6 | 1.8%
Cc1noc(C)c1COc1ccc(C(=O)NCCc2ccc(F)cc2)cc1 | i | 0.7 | 4.5%
Cc1cc(SCC(=O)N2CCN(C(=O)c3ccco3)CC2)c(C)cc1Br | i | 0.5 | 3.8%
COc1ccccc1CNC(=O)COc1ccccc1C(=O)c1cnn(-c2ccccc2)c1 | i | 0.7 | 1.5%
O=C(CSc1nnnn1-c1cccc(F)c1)NC1CCCCC1 | i | 1.4 | 1.2%
COc1ccc2c(c1)[C@@H]1[C@H](CO2)[C@H](c2ccccc2)[C@]2(C)C(=O)NCC(=O)N12 | i | 2.2 | -0.2%
CCOC(=O)C1CCN(C(=O)C(CCSC)NC(=O)c2ccccc2OC)CC1 (stereo not given) | i | 0.4 | 2.7%
CCc1cn(C2CC(O)C(CO)O2)c(=O)[nH]c1=O (stereo not given) | + | 9.1* | 2.0%
CN(CC(=O)Nc1ccccc1Cl)C(=O)c1ccc(N2CCCCCC2)c([N+](=O)[O-])c1 | i | 0.4 | 2.0%
COc1ccc(C(=O)C(C)OC(=O)c2sc(C)nc2C)cc1 (stereo not given) | i | 0.5 | -0.3%
COc1ccc(C(CNC(=O)CNC(=O)c2ccc(F)cc2)N2CCCC2)cc1 (stereo not given) | i | 0.2 | 0.5%
COc1ccccc1N(C)S(=O)(=O)c1ccc(C)c(C(=O)NCc2ccccn2)c1 | i | 0.5 | 1.6%
Cc1c(C(=O)Nc2nccs2)oc2ccc(F)cc12 | i | 0.2 | 11.0%
Cc1ccc(S(=O)(=O)NCC(=O)OCC(=O)Nc2ccc3c(c2)OCCO3)cc1 | i | 1.1 | 0.4%
CN(Cc1ccccc1Br)C(=O)CN1C(=O)NC2(CCCCCC2)C1=O | i | 0.3 | 2.1%
CC(NC(=O)c1ccc(Cl)c(S(=O)(=O)N2CCCCCC2)c1)c1cccnc1 (stereo not given) | i | 0.7 | 1.4%
COc1ccc(OC)c(CN2CCN(C(=O)CNC(=O)c3ccc(C(C)(C)C)cc3)CC2)c1 | i | 0.7 | 0.1%
COC(=O)c1ccc(NC(=O)COC(=O)COc2cccc3c2OC(C)(C)C3)cc1 | i | 1.5 | 3.6%
Cc1ccc(CN2CC(C(=O)N3CCN(S(=O)(=O)c4ccc(C)cc4C)CC3)CC2=O)cc1 (stereo not given) | i | 0.7 | 4.9%
CC(OC(=O)C1CC(=O)N(Cc2ccco2)C1)C(=O)Nc1ccc(F)cc1Cl (stereo not given) | i | 1.2 | 2.8%
Cc1onc(-c2ccccc2Cl)c1C(=O)N[C@@H](C)c1ccccc1 | i | 0.0 | 0.6%
CCOC(=O)/C=C/c1ccc2c(c1)S(=O)(=O)N(c1cccc(OC)c1)[C@H]2CC(=O)OCC | i | 2.0 | -0.1%
Cc1cc(C(=O)C(C)OC(=O)c2ccc(NC(=O)CC#N)cc2)c(C)n1-c1ccc(OC(F)F)cc1 (stereo not given) | + | 2.9* | 3.3%
CC(C)Oc1ccc(C(=O)NCC(=O)N2CCN(S(=O)(=O)/C=C/c3ccccc3)CC2)cc1 | i | 0.4 | 3.7%
C=C(C)CSc1nnc2[nH]c(=O)cc(N)n12 | i | 0.8 | 9.0%
C/C=C/C=C/C(=O)O | i | 1.6 | 1.5%
Cc1ccc(Nc2nnc(SCC(=O)c3c(N)n(C4CC4)c(=O)[nH]c3=O)s2)cc1C | i | 0.7 | 1.1%
O=C(COC(=O)CC1CC2CCC1C2)Nc1ccc(Cl)c(S(=O)(=O)N2CCOCC2)c1 (stereo not given) | i | 0.3 | 0.5%
Cc1cnc(C(=O)OCC(=O)Nc2ccc(OCc3ccccc3)cc2)cn1 | i | 0.2 | 0.8%
COc1ccc(C(=O)OCC(=O)NC23CC4CC(CC(C4)C2)C3)c(OC)c1OC | i | 0.1 | -0.7%
C[C@H]1CN=C(N(C)C)N1CCCCc1ccccc1 | i | 0.6 | 0.8%
CC1CCCCC12NC(=O)N(CC(=O)OCC(=O)N(C)C1CCCCC1)C2=O (stereo not given) | i | 1.2 | -0.1%
(continued)
SMILES | Myeloid diff 2 | Myeloid diff 2 GFP+ MAC1+ % | RSV CPE inhibition
Cc1nnc(SC(C)C(=O)NCC2CCCO2)s1 (stereo not given) | i | 0.2 | -0.1%
Cc1cccc(C(C)C)c1NC(=O)COC(=O)c1cc2ccccc2oc1=O | i | 0.4 | 1.3%
Cc1ccc(CNC(=O)COC(=O)c2ccc(S(=O)(=O)NCc3ccco3)cc2)cc1 | i | 0.7 | 2.6%
Cc1c(Br)cnn1C(C)C(=O)N1CCN(c2ccccc2F)CC1 (stereo not given) | i | 0.7 | -0.2%
O=C(O)C(C(O)c1ccc([N+](=O)[O-])cc1)[n+]1ccccc1 (stereo not given) | i | 0.8 | -0.3%
COc1ccc(C(C)=O)c(Oc2ccc(S(=O)(=O)N3CCOCC3)cn2)c1 | i | 0.2 | 0.7%
CC(=O)c1ccc(Cl)c(Cl)c1Cl | i | 1.4 | 0.7%
Cc1cccc(C)c1NC(=O)CNC(=O)c1cccc(S(=O)(=O)NCc2cccs2)c1 | i | 1.5 | -0.3%
CN(C)C(=O)COC(=O)c1cccc(S(=O)(=O)N2CC3(C)CC2CC(C)(C)C3)c1 (stereo not given) | i | 1.1 | -0.6%
CCOC(=O)c1cccc(C2=CC(=O)CC(C)(C)C2)c1 | i | 1.3 | 0.3%
Cc1nc2ccc(C(=O)Nc3ccc(N(C)C)cc3)cc2s1 | i | 0.3 | 1.5%
CCCNC(=O)C(Cc1cccc(Cl)c1)NC(=O)c1ccccc1 (stereo not given) | i | 2.0 | -0.7%
CCOc1ccc(NC(=O)COC(=O)CCC(=O)c2cccs2)cc1 | i | 0.5 | 2.2%
Cc1cc(-c2ccccc2)nc2c(Br)c(C(=O)O)nn12 | i | 0.2 | 3.1%
CCN(CC)C(=O)c1nc[nH]c1C(=O)N(CC)CC | i | 1.0 | 0.2%
Nc1c(Cl)cc(C2=NCCn3nc4cc([N+](=O)[O-])ccc4c32)cc1Cl | i | 0.8 | -2.0%
C=CC[C@]12CC=CC(=O)[C@@]1(O)O[C@H](c1ccc(OC)c(OC)c1)[C@H]2C | ? | nt | 0.7%
CN(c1ccccc1)S(=O)(=O)c1cccc(C(=O)NCCc2c[nH]c3ccccc23)c1 | i | 0.9 | ?
Cc1ccc(-n2nnnc2SCC(=O)N2CCNC2=O)cc1C | i | 0.4 | 1.5%
O=C(CNC(=O)c1ccccc1F)NCCc1ccccc1F | i | 1.3 | 1.6%

Filtered by structure, the compounds so far with a COOH group.
SMILES | Myeloid diff 2 | Myeloid diff 2 GFP+ MAC1+ % | RSV CPE inhibition
C/C=C/C=C/C(=O)O | i | 1.6 | 1.5%
O=C(O)C(C(O)c1ccc([N+](=O)[O-])cc1)[n+]1ccccc1 (stereo not given) | i | 0.8 | -0.3%
Cc1cc(-c2ccccc2)nc2c(Br)c(C(=O)O)nn12 | i | 0.2 | 3.1%

Next section
SMILES | Myeloid diff 2 | Myeloid diff 2 GFP+ MAC1+ % | RSV CPE inhibition
CCc1sc(C(=O)N2CCc3cc(OC)c(OC)cc3C2CC(=O)O)cc1C (stereo not given) | i | 0.2 | -0.2%
CC(=O)Nc1ccc(C(=O)COC(=O)c2nc3nc(C)cc(C)n3n2)cc1 | i | 1.1 | 1.7%
NNC(=O)C1CC(O)CN1S(=O)(=O)c1ccc2ccccc2c1 (stereo not given) | i | 0.4 | 1.3%
Cc1cc(Br)ccc1NC(=O)CN(C)C(=O)c1ccc(-n2cncn2)c([N+](=O)[O-])c1 | i | 0.7 | 0.7%
O=C(COC(=O)c1cnccn1)Nc1ccccc1-c1ccccc1 | i | 0.7 | 0.7%
CCOc1ccc(NC(=O)CN(C)C(=O)CC2CCCC2)cc1OCC | i | 0.5 | 0.9%
O=C(NCCC1=CCCCC1)c1ccc(-n2cncn2)cc1 | i | 1.1 | 1.1%
Cc1cc(C)c(CNC(=O)c2cc(C3CC3)nc3c2cnn3C(C)C)c(=O)[nH]1 | i | 0.5 | 0.7%
CCc1cccc2c(C(=O)CN3C(=O)N(C)C4(CCCCC4)C3=O)c[nH]c12 | ? | nt | 8.8%
O=C(NCCc1ccc(OC(F)F)cc1)C1CC(=O)N(c2ccc3c(c2)OCCO3)C1 (stereo not given) | i | 0.4 | 1.4%
CN(C)S(=O)(=O)n1cnc([C@@H]2[C@H]3C(=O)OC[C@@H]3C[C@@]23N=CN(Cc2ccccc2)C3=O)c1 | i | 1.2 | -0.1%
O=C(OCC(=O)N1CCC(Cc2ccccc2)CC1)c1ccccc1F | i | 0.5 | 0.4%
CCOc1cc(C(=O)NC(C)C2CC3CCC2C3)cc(OCC)c1OCC (stereo not given) | i | 0.2 | -0.2%
CN(C)S(=O)(=O)c1ccc(F)c(C(=O)Nc2ccccc2C(=O)NC2CC2)c1 | i | 0.8 | 0.7%
O=C(O)/C(=C\c1ccc(Cl)cc1)c1ccc(S(=O)(=O)N2CCCC2)s1 | i | 1.0 | 0.5%
O=C(CCc1nc2ccccc2c(=O)[nH]1)Nc1cc(C(F)(F)F)ccc1N1CCCC1 | i | 0.4 | -0.2%
COc1ccc([C@H]2CC(=O)C=C(c3cccc(F)c3OC)C2)cc1 | i | 2.5 | 0.6%
CN(C)C1=NC[C@H](Cc2ccccc2)N1CCCC1CCCCC1 | i | 0.8 | -2.6%
CCCCOC(=O)Cn1c(=N)n(CCN2CCOCC2)c2ccccc21 | i | 2.9 | -0.2%
CCC(=O)c1ccc(OC(=O)c2ccc(Br)o2)cc1 | i | 0.7 | 1.0%
CCOc1ccc(NC(=O)c2ccccc2-c2ccccc2C(=O)O)cc1 | i | 0.4 | -0.8%
COc1cccc(SCc2noc(C(=O)NCCN(C)C)c2C(=O)NCCN(C)C)c1 | i | 1.7 | -1.9%
Cc1ccc(-c2nnc(N3CCOCC3)c3ccccc23)cc1S(N)(=O)=O | i | 0.7 | 0.7%
COc1ccc(C2=CC(=O)CC(c3ccc(F)cc3)C2)cn1 (stereo not given) | i | 0.9 | -0.7%
COc1ccc(NS(=O)(=O)c2cccc(C(=O)NNC(=O)c3ccc(=O)[nH]c3)c2)cc1 | i | 0.3 | 0.6%
CCN(CC)c1ccc(C(=O)NNC(=O)C2CSC3(C)CCC(=O)N23)cc1 (stereo not given) | i | 0.3 | -0.5%

Ordered by formula weight (high to low): part of the list above
SMILES | Myeloid diff 2 | Myeloid diff 2 GFP+ MAC1+ % | RSV CPE inhibition
COc1cccc(SCc2noc(C(=O)NCCN(C)C)c2C(=O)NCCN(C)C)c1 | i | 1.7 | -1.9%
CCN(CC)c1ccc(C(=O)NNC(=O)C2CSC3(C)CCC(=O)N23)cc1 (stereo not given) | i | 0.3 | -0.5%
Cc1ccc(-c2nnc(N3CCOCC3)c3ccccc23)cc1S(N)(=O)=O | i | 0.7 | 0.7%
CCCCOC(=O)Cn1c(=N)n(CCN2CCOCC2)c2ccccc21 | i | 2.9 | -0.2%
COc1ccc(C2=CC(=O)CC(c3ccc(F)cc3)C2)cn1 (stereo not given) | i | 0.9 | -0.7%

Screening results from PubChem BioAssay.
